# Screening data from PubChem.
# ARFGAP1 inhibitor = inhibits rat ARF GTPase activating protein 1; Arfgap1-stimulated ARF1 GTP hydrolysis, GDP FP detection; inhibition, % at 16.5 µM; 360,000 compounds, 0.26% hits; AID 651572;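 active = inhibition above a per-plate limit, mean inhibition of low control wells plus 3 SD, cut at about 25% in these data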;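 also: 0% = DMSO wells with enzyme and 100% = wells lacking Arfgap1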
# Target sequence (Q62848 1-136 limits assumed): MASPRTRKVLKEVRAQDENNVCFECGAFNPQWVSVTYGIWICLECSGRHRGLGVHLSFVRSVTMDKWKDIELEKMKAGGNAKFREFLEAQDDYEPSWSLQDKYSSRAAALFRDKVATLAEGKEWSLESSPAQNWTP
#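 Material: rat Arfgap1 catalytic domain, aa 1-136; also added: human ARF1(Δ1-17)-GTP substrate; compound dosing: one concentration, 16.5 µM, DMSO 1.26%; incubation: GTP hydrolysis reaction 2 h at 25 °C; measured by: Tracer-displacement fluorescence polarization with EDTA stop, 620/688 nm; evaluation: % inhibition from polarization; repeats: one replicate per compound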
# ASAP1 inh = inhibitors of human ASAP1 ArfGAP activity; inhibition, % at 16.5 µM; ASAP1-stimulated ARF1 GTP hydrolysis, GDP FP detection; 360,000 compounds, 0.19% hits; in the data active = inhibition above about 25%;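 also: 0% = vehicle with enzyme and substrate and 100% = no enzyme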
# Tn6 DDE FP = DD(E)-Tn6 binding inhibition, primary FP screen; P02675; Fibrin DD(E) TRITC-Tn6 fluorescence polarization displacement; inhibition, % at 8.3 µM; 370,000 compounds, 0.21% hits;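 active = inhibition above a per-campaign cutoff: mean of compounds within control limits plus 3 SD, cut at about 15% in these data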;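 also: 0% = median of all compound wells on the plate and 100% = blocking peptide control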
# PLC-beta3 inh = inhibitors of human phospholipase C beta3; Q01970; Purified PLC-beta3, fluorogenic substrate, fluorescence; inhibition, % at 12.2 µM; 370,000 compounds, 0.18% hits; AID 720704; in the data active = inhibition above about 11%;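 also: 0% = median of compound wells on plate and 100% = full blocker control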
# DDE Tn7 FP inh = disrupts Tn7 cyclic peptide binding to fibrin D-Dimer-E complex; 370,000 compounds, 0.13% hits; P02675; inhibition, % at 8.3 µM; AID 720508; FP displacement of FITC-Tn7 peptide from fibrin DD(E); 0% = median of compound wells per plate;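 active = inhibition above the mean of compounds falling within the control limits plus 3 SD of them, cut at about 14% in these data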;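 also: 0% = plate median of compound wells and 100% = 10 µM Aha-Tn7 peptide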
#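 Measure: % inhibition scaled between sample-field median and high-control FP; Test system: human fibrin DD(E); Quantity: 2 µM final DD(E) protein; Doses: one dose, 8.3 µM nominal; Schedule: compound with protein 10 min, then 3 h after probe, room temperature; Detection: fluorescence polarization; Medium: Tris buffer with calcium and detergent, pH 7.8.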
# PLC-gamma1 inh = PLC-gamma1 (human) inhibition, primary screen. 370,000 compounds, 0.84% hits. purified PLC-gamma1, fluorogenic substrate, fluorescence. inhibition, % at 12.2 µM; in the data active = inhibition above about 9.5%
# KLK7 zymogen act = proKLK7 (human) activation, primary screen | 370,000 compounds, 0.9% hits | activation, % at 7 µM | purified proKLK7, EDANS-DABCYL substrate fluorescence; 100% is mature enzyme control, 0% vehicle | P49862 | AID 652039;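 active = activation above the mean of all tested compounds plus 3 SD, computed per campaign excluding outliers beyond control limits, cut at about 13% in these data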
# Target sequence (P49862 whole entry, looked up): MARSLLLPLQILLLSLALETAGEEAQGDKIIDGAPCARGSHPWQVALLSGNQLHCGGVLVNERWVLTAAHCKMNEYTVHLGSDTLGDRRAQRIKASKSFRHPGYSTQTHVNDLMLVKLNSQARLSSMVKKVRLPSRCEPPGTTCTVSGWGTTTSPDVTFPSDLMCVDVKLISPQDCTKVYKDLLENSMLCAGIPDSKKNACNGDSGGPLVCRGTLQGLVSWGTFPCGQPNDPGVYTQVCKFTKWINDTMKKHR
# NR1D1 modulator = modulates human Rev-erb alpha binding to DNA. P20393. Rev-erbα–FITC-DNA binding, fluorescence polarization, 90 min. activity, % at 10 µM. 370,000 compounds, 0.79% hits;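 active = activity above about 14%, limit read from the data; passing the limit was not always enough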;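 also: 0% = DMSO wells with 35 nM protein and 100% = DMSO wells with 750 nM protein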
# UHRF1 binding = human UHRF1 methylated DNA binding inhibitors; 370,000 compounds, 0.75% hits; UHRF1 binding to methylated oligo, TR-FRET; Q96T88; AID 687016; inhibition, % at 4.4 µM; in the data active = inhibition above about 21%;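 also: UHRF1 SRA domain binding a hemimethylated CpG hairpin DNA probe; 0% = median of test compound wells and 100% = reference inhibitor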
# HGIII-sPLA2 inh = Blocks human group III sPLA2 activity. Q9NZ20. QFRET BODIPY PC-A2 liposome hydrolysis, fluorescence. inhibition, % at 12.2 µM. 370,000 compounds, 0.56% hits. AID 743126;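 active = inhibition above mean plus 3 SD of compounds lying within the high and low control bounds, cut at about 19% in these data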;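 also: 0% = median of test compound wells and 100% = no enzyme DMSO wells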
# Target sequence (Q9NZ20 whole entry, looked up): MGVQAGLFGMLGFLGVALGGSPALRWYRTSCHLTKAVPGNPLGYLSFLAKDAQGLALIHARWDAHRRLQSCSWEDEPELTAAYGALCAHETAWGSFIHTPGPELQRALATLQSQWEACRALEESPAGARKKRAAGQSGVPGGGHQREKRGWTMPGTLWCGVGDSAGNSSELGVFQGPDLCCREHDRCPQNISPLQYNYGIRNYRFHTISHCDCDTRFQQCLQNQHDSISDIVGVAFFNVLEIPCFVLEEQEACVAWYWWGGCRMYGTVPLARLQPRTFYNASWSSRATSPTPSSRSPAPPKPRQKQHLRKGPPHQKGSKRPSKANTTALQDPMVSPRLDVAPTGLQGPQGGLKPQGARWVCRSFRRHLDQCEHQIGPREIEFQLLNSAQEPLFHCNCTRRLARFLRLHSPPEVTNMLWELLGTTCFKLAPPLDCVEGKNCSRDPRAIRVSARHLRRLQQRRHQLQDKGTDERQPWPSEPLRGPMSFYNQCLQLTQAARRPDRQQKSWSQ
# Active calls of the source: *; i = inactive.
SMILES,ARFGAP1 inhibitor,ASAP1 inh,Tn6 DDE FP,PLC-beta3 inh,DDE Tn7 FP inh,PLC-gamma1 inh,KLK7 zymogen act,NR1D1 modulator,UHRF1 binding,HGIII-sPLA2 inh
COc1ccc2c(c1)CCCC21NC(=O)N(CC(=O)N2CC(C)OC(C)C2)C1=O (centres undefined),-6.2,2.8,5.2,0.5,0.8,12.5*,0.5,-4.9,4.8,3.0
CCO[C@H]1c2c(ccc3ccc(=O)oc23)OC(C)(C)[C@@H]1O,-3.9,-3.5,-2.8,-52.7,-2.9,-31.1,0.0,6.1,0.4,1.1
O=C(CN1C(=O)NC2(CCCc3ccccc32)C1=O)N1CCN(C(=O)c2ccco2)CC1 (centres undefined),1.6,5.7,-1.8,2.1,2.1,-0.1,1.1,-0.8,-0.8,3.4
CCCC[C@H]1C2=C3[C@@H](CC(C(=O)OC)=C[C@@H](C(=O)OC)[C@H]3C(C)(C)C2=O)n2c(=O)n(-c3ccccc3)c(=O)n21,4.9,1.9,-4.5,-2.7,1.0,0.5,0.8,0.5,-1.8,-3.5
C#CCOc1c(Br)cc(/C=C2/C(=O)ON=C2C)cc1OCC,2.5,3.5,0.3,-8.1,5.5,-1.6,0.6,-0.9,1.2,-10.3
O=C(OCC(=O)N1CCCC1)c1c2c(nc3ccccc13)CCCCC2,2.1,-7.5,-7.0,2.3,5.0,3.0,0.9,1.9,3.4,3.6
COc1ccc(Nc2nc(-c3ccccc3)c(C(=O)Nc3cccnc3)s2)cc1,-4.7,5.8,0.7,-154.6,-5.1,-132.9,0.5,4.5,2.4,-5.2
O=C(Nc1ccccc1N1CCN(c2ccc(F)cc2)CC1)C1CCCCC1,0.8,0.1,2.6,0.0,-5.3,-0.5,-0.3,1.5,6.1,-0.1
C=CCOc1ccc2ccccc2c1CNn1c(C)n[nH]c1=S,0.6,-2.3,-1.1,-7.8,-2.5,-1.5,-0.1,9.6,0.4,15.0
CC(O)CNCCCCOc1ccc(OCc2ccccc2)cc1 (centres undefined),-1.8,2.9,1.6,-5.3,-2.4,2.0,0.1,1.1,1.2,-5.6
O=C(COc1ccc2ccccc2c1)Nc1ccncc1,5.5,9.0,-3.6,-4.3,1.8,6.0,0.3,5.5,1.6,-18.1
COc1ccccc1CNC(=O)c1cc(-c2ccccc2)nn1Cc1cc(C)no1,14.3,14.3,0.6,1.6,1.4,-0.3,1.4,2.8,-0.1,-17.9
CSc1ncc(C(=O)O)n1-c1ccc(F)cc1,-0.6,6.1,-1.5,-2.8,-3.1,-1.6,-0.3,-0.9,-0.5,2.1
O=C(CN1C(=O)/C(=C\c2ccc(F)cc2)Oc2ccccc21)NCc1ccco1,-8.7,-10.1,-6.6,-138.0,-5.2,-126.9,1.0,-3.4,-3.7,-3.6
Cc1cc(C)c(-c2c(O)c3cccc4c3n(c2=O)CCC4)c(C)c1,-9.4,-9.7,11.7,-3.4,2.5,-2.9,-0.9,-0.5,-3.4,-0.6
O=C(CNC(=S)NC(=O)c1cccs1)c1ccccc1,10.0,3.1,0.0,-6.7,7.4,-6.2,-0.2,-2.1,3.1,7.8
COC(=O)C1(C)CCCC2(C)C3CCC(C(C)C)C(CO)C3C(CO)CC12 (centres undefined),1.3,2.7,1.6,-1.0,-3.1,3.0,-0.5,-7.0,-0.7,-26.9
CCOc1ccccc1NC(=S)N1CCC(NC(=O)NC23CC4CC(CC(C4)C2)C3)CC1,14.9,-5.5,-3.8,-1.5,-3.5,-2.6,0.0,-2.0,4.0,11.9
CCCCCN(C(=O)COC(=O)CSc1ccc([N+](=O)[O-])cc1)c1c(N)n(CCCC)c(=O)[nH]c1=O,-3.4,-16.5,3.6,-4.8,-6.5,2.1,0.4,-2.9,2.0,-2.5
COc1ccc(S(=O)(=O)N2CCOCC2)cc1NC(=O)[C@@H]1CCCN1C(=O)c1cccs1,15.0,-3.6,-2.2,-6.3,-0.3,-2.3,-0.2,-1.5,0.0,2.4

# Full records, quoted from the list. Order of values: ARFGAP1 inhibitor	ASAP1 inh	Tn6 DDE FP	PLC-beta3 inh	DDE Tn7 FP inh	PLC-gamma1 inh	KLK7 zymogen act	NR1D1 modulator	UHRF1 binding	HGIII-sPLA2 inh
# Record of CCOc1ccccc1NC(=S)N1CCC(NC(=O)NC23CC4CC(CC(C4)C2)C3)CC1 → 14.9	-5.5	-3.8	-1.5	-3.5	-2.6	0.0	-2.0	4.0	11.9
# Record of O=C(COc1ccc2ccccc2c1)Nc1ccncc1 → 5.5	9.0	-3.6	-4.3	1.8	6.0	0.3	5.5	1.6	-18.1
# Record of CSc1ncc(C(=O)O)n1-c1ccc(F)cc1 → -0.6	6.1	-1.5	-2.8	-3.1	-1.6	-0.3	-0.9	-0.5	2.1
# Record of COc1ccccc1CNC(=O)c1cc(-c2ccccc2)nn1Cc1cc(C)no1 → 14.3	14.3	0.6	1.6	1.4	-0.3	1.4	2.8	-0.1	-17.9

# Going on with the list.
SMILES,ARFGAP1 inhibitor,ASAP1 inh,Tn6 DDE FP,PLC-beta3 inh,DDE Tn7 FP inh,PLC-gamma1 inh,KLK7 zymogen act,NR1D1 modulator,UHRF1 binding,HGIII-sPLA2 inh
CC(/C=N/NC(=O)CSc1nc(C)cc(C)n1)=C\c1ccccc1,11.0,-3.3,-5.0,-2.1,-5.3,-4.4,0.4,-1.3,2.3,-3.7
CN1CCN(C2=NC3(CCCC3)C(C#N)C(=O)N2)CC1 (centres undefined),7.8,-5.2,4.3,-0.1,-2.1,1.6,0.1,-1.6,-1.1,0.1
CC(C)CNC(=O)NC(=O)COC(=O)Cn1cnc2ccccc2c1=O,-10.8,0.4,-8.6,-9.4,3.4,-1.5,-0.1,1.4,-1.8,2.5
COc1ccc(OC)c(S(=O)(=O)N(C)CC(=O)O)c1,0.1,-0.8,0.0,0.3,6.2,1.1,1.1,5.7,-1.7,-1.8
COc1ccc2c(c1)cc(C(=O)N[C@@H](Cc1ccccc1)C(=O)O)n2C,-13.2,0.3,1.9,-136.1,-0.5,-99.6,1.6,-3.2,-0.4,-3.4
C/C=C/Cn1c(Br)nc2c1c(=O)n(C)c(=O)n2C,1.4,-1.8,-0.2,3.4,7.3,2.0,-0.1,2.0,1.5,3.3
O=C(N/C(=C/C=C/c1ccccc1)C(=O)N1CCCCC1)c1ccc([N+](=O)[O-])cc1,-6.3,-2.1,-1.0,2.7,-4.7,3.3,0.3,4.7,-0.2,-5.1
COc1ccc(C(C)(O)c2nc(-c3cccc(O)c3)cs2)cc1 (centres undefined),3.4,0.5,1.8,0.4,6.9,-0.8,0.6,2.2,0.6,-22.7
CCCc1[nH]nc2c1C(c1ccc(OC(=O)N3CCOCC3)c(OC)c1)C(C#N)=C(N)O2 (centres undefined),-2.8,-5.5,-1.5,3.4,-6.5,-0.3,-0.9,-1.7,-2.3,-4.0
Cc1cccc(NC(=O)N2CCc3ccccc3C2)c1C,-6.7,-5.8,1.2,-2.4,7.2,-0.7,-0.1,-6.1,0.6,3.1
FC(F)(F)c1ccc2c(c1)n(Cc1ccccc1)c1[n+]2CCCCC1,-3.4,1.8,-0.8,-8.1,-6.9,4.0,-0.7,-2.8,12.2,5.5
CCN(CC)S(=O)(=O)c1ccc(C)c(NC(=O)CN2CCN(Cc3ccccc3)CC2)c1,-4.3,-2.0,4.6,-4.0,-2.8,-1.8,1.1,0.2,1.8,-4.2
Cc1ccsc1/C=N/N=C/c1sccc1C,0.1,2.8,-1.1,1.7,3.3,-0.2,0.5,-2.6,-1.5,1.8
Cn1c(SCC(=O)c2ccc(-c3ccccc3)cc2)nnc1-c1ccco1,7.6,6.7,-10.8,-4.1,7.1,-3.1,0.0,1.4,-1.1,-25.2
CC[C@]12c3[nH]c4cc(-c5ccco5)ccc4c3CCN1C(=O)[C@@H](CC(=O)NC(C)(C)C)C[C@@H]2C(=O)N1CCN(C(=O)c2ccco2)CC1,6.0,-1.9,0.4,i,0.8,-448.2,115.8*,8.4,0.9,-16.5
CC(=O)NS(=O)(=O)c1ccc(NC(=S)NC(=O)C(C)C)cc1,9.9,1.0,6.5,0.6,5.4,0.9,0.3,1.3,1.2,0.8
O=S(=O)(c1ccc(C2=CSC3=NCCN23)cc1)N1CCOCC1,1.0,-10.9,-2.0,-16.4,-0.3,-11.7,-5.6,-0.3,-2.1,2.1
COc1ccc(C(CNC(=O)c2ccc(S(=O)(=O)Nc3ccccc3F)cc2)N(C)C)cc1 (centres undefined),11.5,0.7,6.8,-7.2,-1.8,-1.1,0.8,-2.5,0.0,-6.0
O=C(C(=O)N1CCN(c2ccc([N+](=O)[O-])cc2)CC1)c1cn(CC(=O)N2CCOCC2)c2ccccc12,8.9,9.2,5.7,-8.5,4.5,0.1,-0.4,-0.8,0.0,3.1
Cc1cc2occ(CC(=O)NNC(=O)c3ccccc3F)c2cc1C,2.2,8.7,-4.0,-7.3,-1.7,1.0,0.4,-9.4,2.9,-10.0
CCOC(=O)C1CCCN(Cc2ccc(OC)cc2OC)C1 (centres undefined),11.9,1.9,-4.1,1.8,-8.0,6.6,0.7,0.8,4.0,2.6
CC(C)n1c(=N)c(C(=O)NCCc2ccccc2)cc2c(=O)n3ccccc3nc21,-5.6,2.8,0.4,i,4.2,i,133.5*,5.0,-3.6,-4.4
Cc1ccc2c(c1)c1c(n2C)-c2[nH]ncc2CC1,1.3,3.9,-1.6,-17.2,0.9,-13.5,2.0,-9.0,-4.9,-18.6
O=C(COc1ccc(Cl)cc1)Nc1nnc(C2=COCCO2)o1,-13.0,-9.9,-4.3,-6.0,7.7,-1.1,0.0,-1.7,-2.6,-0.5
COc1ccc(C(=O)Nc2ccc3c(c2)n(C)c(=O)n3C)cc1OC,-4.9,-9.8,0.3,-1.3,-6.1,1.3,-0.4,-5.0,-1.0,-2.5
O=C(CSc1nc(=O)n2ccccc2n1)N1CCC(Cc2ccccc2)CC1,14.3,-6.4,-0.7,-8.1,3.1,-1.2,0.0,-0.9,0.5,7.4
CN(C(=O)c1ccc(NC(=O)Cc2cccc(NC(=O)C3CCN(C(=O)CCc4ccccc4)CC3)c2)cc1)C1CC1,1.7,14.4,0.5,1.4,-4.9,3.0,0.7,-5.9,0.1,-9.8
N/C(=N\c1nc2c(c(=O)[nH]1)CCC2)Nc1cccc(Cl)c1,-4.7,-7.6,0.5,4.3,-9.9,1.5,-0.3,5.2,-4.5,1.2
CC(Cc1ccccc1)C(=O)NCc1ccncc1 (centres undefined),4.7,-8.7,-4.0,1.1,1.1,1.3,-0.7,0.0,-0.9,5.9
CCOC(=O)N1CCN(C(=O)C[C@H]2C[C@@]3(C(=O)OC)C(=C[C@H](C4CCCC4)O[C@@H]3C)N(Cc3ccccc3)C2=O)CC1,-0.9,-6.5,5.0,2.8,2.0,0.8,0.0,-0.1,-0.7,-9.1
COc1ccccc1C(=O)Nc1c(C(=O)N2CCN(C)CC2)oc2ccccc12,2.0,-0.7,0.8,-9.7,2.6,-0.4,0.0,0.5,-2.5,-3.6
O=C(CC(c1ccccc1)c1ccccc1O)NCCN1CCOCC1 (centres undefined),-6.4,8.0,-3.3,5.7,-3.6,1.3,-0.2,-2.5,-0.9,6.4
